D2 potentiator – positive allosteric modulators of human D2 dopamine receptor | P14416 | HEK293 T-REx D2, calcium flux, EC20 dopamine potentiation | potentiation, % at 10 µM | hit rate 0.34% among 340,000 | AID 485347;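 active = potentiation over 3 SD above the plate norm, cut at about 30% in these data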; note: 0% is about no effect
Target sequence (P14416 whole entry, looked up): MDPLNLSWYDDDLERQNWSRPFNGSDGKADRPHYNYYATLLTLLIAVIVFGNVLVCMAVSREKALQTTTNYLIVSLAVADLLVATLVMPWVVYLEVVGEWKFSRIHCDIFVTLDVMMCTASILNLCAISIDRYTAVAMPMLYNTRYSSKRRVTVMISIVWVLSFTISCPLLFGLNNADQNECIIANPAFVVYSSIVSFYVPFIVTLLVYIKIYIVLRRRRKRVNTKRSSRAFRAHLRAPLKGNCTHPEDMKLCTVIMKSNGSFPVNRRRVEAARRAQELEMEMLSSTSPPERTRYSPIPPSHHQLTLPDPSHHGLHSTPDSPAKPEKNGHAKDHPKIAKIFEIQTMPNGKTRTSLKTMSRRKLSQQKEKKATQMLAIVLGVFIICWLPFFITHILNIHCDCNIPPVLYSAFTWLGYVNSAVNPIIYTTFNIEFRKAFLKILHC
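Tetracycline-induced Hek293 Trex D2 cells, force-coupled to calcium, loaded with no-wash calcium dye. Compound added with 180 s kinetic read for agonism, then EC20 dopamine and a further 180 s read for potentiation.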
Vif-A3G inh – Vif-A3G binding inhibition; HeLa A3G-eYFP + Vif (tagged APOBEC3G with the HIV-1 protein that degrades it), YFP fluorescence, overnight; Potency, µM (titrated, usually from 46.1 µM), without a hit: at the top dose activity, negative = active, actives largely listed as inhibitors; hit rate 0.076% among 410,000; AID 602310;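 note: potency is the fitted concentration of half-maximal effect; % is set by controls: 0 for no effect and ±100 for the full control effect; nearly all actives have a fitted effect of over 60% in size; hits raise eYFP signal because A3G escapes Vif-driven loss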
Target sequence (Q9HC16 whole entry, looked up): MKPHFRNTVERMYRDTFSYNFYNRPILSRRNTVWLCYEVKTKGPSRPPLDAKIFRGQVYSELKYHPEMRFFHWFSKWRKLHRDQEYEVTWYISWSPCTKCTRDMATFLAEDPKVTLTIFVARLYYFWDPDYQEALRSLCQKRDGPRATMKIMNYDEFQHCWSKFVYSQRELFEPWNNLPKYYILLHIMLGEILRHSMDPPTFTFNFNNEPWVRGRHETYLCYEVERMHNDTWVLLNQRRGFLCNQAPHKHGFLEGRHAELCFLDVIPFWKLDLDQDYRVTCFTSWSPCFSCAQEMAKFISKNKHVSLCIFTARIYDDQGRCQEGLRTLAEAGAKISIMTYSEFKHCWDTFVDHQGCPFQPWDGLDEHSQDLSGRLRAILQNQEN
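HeLa cells stably expressing Vif and C-terminally eYFP-tagged A3G, seeded overnight at 37 deg C, then exposed to compound by pintool overnight at 37 deg C. Rise in yellow fluorescence (Ex 488/Em 500-530, Acumen) marks blocked Vif-driven A3G degradation.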
D1 agonist – activates the human D1 dopamine receptor; AID 504660; activation, % at 2 µM; HEK293 T-REx D1 cells, calcium flux, agonist mode; hit rate 1% among 360,000; P21728; in the data active = activation above about 30%; note: 0% is about no effect
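Agonism was scored from calcium flux recorded over 180 s (1 read/s) after pintool compound addition, following a 10-cycle baseline. Cells were inducible force-coupled HEK293 TREx D1, plated overnight at 30 C and loaded with no-wash calcium dye.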
LDHA block – LDHA (human) enzyme inhibition; P00338; purified LDHA, NADH/diaphorase-resazurin fluorescence; stronger effect = lower value; activity change, % (values are at about 110 or 230 µM); hit rate 0.15% among 480,000; AID 1347041; in the data active = activity change below about -30%;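 note: plate controls were DMSO wells for no effect and wells without enzyme for full effect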
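Human LDH5 (2 nM) was incubated with 0.06 mM NADH and 0.2 mM pyruvate for 5 min at room temperature in Tris pH 7.4. Remaining NADH was coupled through diaphorase/resazurin, and resorufin fluorescence was read at 0 and 20 min.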
D1 PAM – potentiators of human D1 dopamine receptor; potentiation, % at 10 µM; AID 504651; hit rate 0.036% among 360,000; HEK293 TREx D1 cells, calcium flux, dopamine EC20 potentiation; P21728; in the data active = potentiation above about 30%; note: 0% is about no effect
D1 antag – human D1 dopamine receptor antagonism | HEK293 TREx D1 cells, calcium flux, dopamine EC80; stronger effect = lower value | activity change, negative = inhibition, % at 10 µM | hit rate 3.2% among 360,000 | AID 504652; in the data active = activity change below about -30%; note: % is set by controls: 0 for no effect and ±100 for the full control effect
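Antagonism measured as reduced calcium response to an EC80 dopamine addition following 180 s compound pre-read; cells were inducible HEK293 Trex D1 plated overnight at 30 C, read kinetically at 1 cycle/sec.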
RXFP1 agonist – activates the human relaxin receptor RXFP1; Q9HBX9; HEK293T-RXFP1 cAMP TR-FRET, 30 min; response scale: percent of porcine relaxin response, buffer zero; Potency, µM (highest dose often 57.5 µM), for the others: top-dose activation, hits mostly activators; hit rate 0.3% among 370,000; AID 2676; note: potency is the fitted concentration of half-maximal effect; % is set by controls: 0 for no effect and ±100 for the full control effect; nearly all actives have a fitted effect of over 60% in size; many of its hits are not listed in these tables
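cAMP rise read by TR-FRET after 30 min, 37C compound exposure (up to 58 uM) in RXFP1-transfected HEK293 cells with Ro 20174 present. EC50 from Hill-equation fits, with 29 nM porcine relaxin as 100% and buffer as basal.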
Glioma ERSR ind – ER stress response induction in glioma. U87-MG GRP78 promoter luciferase reporter, 16 h. Potency, µM, for inactives: at the highest dose activation, most hits filed as activators. hit rate 0.02% among 420,000. AID 602332; note: potency is the fitted concentration of half-maximal effect; series mostly up to about 76 µM; % of control where 0% means no effect; nearly all actives have a fitted effect of over 35% in size
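Stably transfected U87-MG human glioma cells carrying a GRP78-based luminescent sensor were seeded at 1000 cells/well, pin-dosed with compounds and incubated 16 h. Luciferase reagent was then added, and end-point luminescence was read after 10 min at room temperature.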
Vif-A3F inh – Vif-A3F binding inhibition; HeLa A3F-eYFP + Vif (tagged APOBEC3F with the HIV-1 protein that degrades it), YFP fluorescence increase; Potency, µM (series often up to 46.1 µM), for inactives: top-dose activity, negative = active; hit rate 0.2% among 390,000; AID 602313; note: potency is the fitted concentration of half-maximal effect; % of control where 0% means no effect; nearly all actives have a fitted effect of over 65% in size
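HeLa cells stably expressing A3F-eYFP plus Vif, plated and incubated overnight at 37 deg C, then exposed to compounds overnight at 37 deg C. Blocked degradation read as raised yellow fluorescence (Ex 488/Em 500-530).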
* hit, by the source's call; & = joins results of further samples. Unless noted, calls come from the whole dose curve; as a rule, active = well fitted curve in the direction sought with a large enough effect; inconclusive = small, poorly fitted or top-dose-only effect, or another doubt; inactive = no such curve, though single readings can be large; an effect the other way counts as inactive or inconclusive.

For COc1ccc(N2CCN(C(=O)c3cc(-c4cc(OC)ccc4OC)nc4ccccc34)CC2)cc1 the results were D2 potentiator 8.4, Vif-A3G inh -5.5%, D1 agonist 0.8, LDHA block 7.9, D1 PAM -5.2, D1 antag 10.1, RXFP1 agonist 4.5%, Glioma ERSR ind -3.4% and Vif-A3F inh 0.4%.
For CO/N=C/NC(=O)c1c(OC)ccnc1Oc1cccc(C(F)(F)F)c1 the results were D2 potentiator 11.6, Vif-A3G inh -4.8%, D1 agonist 1.3, LDHA block -10.4, D1 PAM -2.0, D1 antag -23.5, RXFP1 agonist 16.3%, Glioma ERSR ind -1.4% and Vif-A3F inh -1.7%.
`O=[N+]([O-])c1cc(S(=O)(=O)C(F)(F)F)ccc1Sc1nc2ccccc2[nH]1` gave D2 potentiator -4.4, Vif-A3G inh -18.0%, D1 agonist 8.6, LDHA block 1.6, D1 PAM -4.0, RXFP1 agonist -2.4%, Glioma ERSR ind -14.5% and Vif-A3F inh 1.0%.
For COc1ccccc1NC(=O)Cn1cnc2c(nc3n2CCCCC3)c1=O the results were D2 potentiator -1.4&-13.6, Vif-A3G inh 1.4%&-1.6%, D1 agonist 1.7&0.2, LDHA block -3.3&-4.0, D1 PAM -0.9&-0.5, D1 antag -6.5&7.4, RXFP1 agonist 6.9%&16.0%, Glioma ERSR ind -2.5%&-2.6% and Vif-A3F inh -5.2%&0.4%.
`CC1CCCN(Cc2nc3c(c(=O)n(C)c(=O)n3C)n2CCCc2ccccc2)C1` (stereo not drawn) gave Vif-A3G inh -7.9%, D1 agonist 2.4, LDHA block -7.1, D1 PAM -1.1, D1 antag 15.6, RXFP1 agonist 2.0%, Glioma ERSR ind -3.5% and Vif-A3F inh -6.4%.
Screening COc1ccc2nc(NC(=O)Nc3cccc4ccccc34)sc2c1 returned D2 potentiator 7.3, Vif-A3G inh -11.6%, D1 agonist -0.1, LDHA block 6.3, D1 PAM -9.8, D1 antag -1.2, RXFP1 agonist 1.6%, Glioma ERSR ind 7.7% and Vif-A3F inh -11.3%.
For CCOC(=O)c1sc2cccc(F)c2c1N the results were D2 potentiator -12.6, Vif-A3G inh -7.7%, D1 agonist -1.1, LDHA block -0.3, D1 PAM 14.2, D1 antag -0.5, RXFP1 agonist 3.9%, Glioma ERSR ind 1.5% and Vif-A3F inh -23.3%.
CCOc1ccc(S(=O)(=O)N2CCC(C(=O)NCc3ccncc3)CC2)cc1C was read as D2 potentiator 4.8, Vif-A3G inh -0.4%, D1 agonist 1.6, LDHA block -5.2, D1 PAM -4.3, D1 antag -0.6, RXFP1 agonist -2.4%, Glioma ERSR ind -2.5% and Vif-A3F inh 12.1%.
`COc1ccccc1OCC(=O)Nc1ccc(S(=O)(=O)N(C)c2ccccc2)cc1` gave D2 potentiator 0.8, Vif-A3G inh -0.8%, D1 agonist 12.2, LDHA block -9.1, D1 PAM -1.4, D1 antag -40.8*, RXFP1 agonist 1.3%, Glioma ERSR ind -2.4% and Vif-A3F inh 3.9%.
`CCCNS(=O)(=O)c1cc2c3c(c1)CCN3C(=O)CC2` gave D2 potentiator 2.0, Vif-A3G inh -1.2%, D1 agonist 0.8, LDHA block -8.3, D1 PAM -8.2, D1 antag 9.9, RXFP1 agonist 3.2%, Glioma ERSR ind -10.6% and Vif-A3F inh -0.4%.
Screening Cc1ccc(N(CC(=O)NC(C)(C)C)C(=O)CCC(=O)Nc2nccs2)c(C)c1 returned D2 potentiator 7.2, Vif-A3G inh 2.0%, D1 agonist 1.5, LDHA block -1.7, D1 PAM -1.0, D1 antag -8.2, RXFP1 agonist -0.2%, Glioma ERSR ind -0.5% and Vif-A3F inh 0.7%.
For Cc1cccc(C2CC(c3ccc(F)cc3)Nc3nc(N)nn32)c1 (stereo not drawn) the results were D2 potentiator 5.7, Vif-A3G inh -1.4%, D1 agonist 2.7, LDHA block 2.0, D1 PAM -2.8, D1 antag 5.6, RXFP1 agonist -1.3%, Glioma ERSR ind -0.6% and Vif-A3F inh 1.8%.
Screening CCCCC(=O)NC1=NC(=O)C(C)(C)S1 returned D2 potentiator -6.1, Vif-A3G inh -0.4%, D1 agonist 0.3, LDHA block 1.6, D1 PAM -0.5, D1 antag -2.4, RXFP1 agonist -0.8%, Glioma ERSR ind -3.0% and Vif-A3F inh -3.8%.
`COc1ccc(CN(C(=O)c2cccc(OC)c2)C2CCS(=O)(=O)C2)cc1` (stereo not drawn) gave D2 potentiator 3.8, Vif-A3G inh -4.9%, D1 agonist 2.3, LDHA block 0.1, D1 PAM -12.7, D1 antag -3.4, RXFP1 agonist -3.1%, Glioma ERSR ind -1.3% and Vif-A3F inh 5.3%.
Cc1noc(C)c1S(=O)(=O)Nc1c(C)n(C)n(-c2ccccc2)c1=O was read as D2 potentiator -9.5, Vif-A3G inh -2.9%, D1 agonist 1.3, LDHA block -2.3, D1 PAM -6.3, D1 antag 4.8, RXFP1 agonist 0.4%, Glioma ERSR ind -2.3% and Vif-A3F inh -2.5%.

Some of these compounds in order of heavy-atom count, high to low:
For COc1ccc(N2CCN(C(=O)c3cc(-c4cc(OC)ccc4OC)nc4ccccc34)CC2)cc1 the results were D2 potentiator 8.4, Vif-A3G inh -5.5%, D1 agonist 0.8, LDHA block 7.9, D1 PAM -5.2, D1 antag 10.1, RXFP1 agonist 4.5%, Glioma ERSR ind -3.4% and Vif-A3F inh 0.4%.
For CO/N=C/NC(=O)c1c(OC)ccnc1Oc1cccc(C(F)(F)F)c1 the results were D2 potentiator 11.6, Vif-A3G inh -4.8%, D1 agonist 1.3, LDHA block -10.4, D1 PAM -2.0, D1 antag -23.5, RXFP1 agonist 16.3%, Glioma ERSR ind -1.4% and Vif-A3F inh -1.7%.
Screening COc1ccc2nc(NC(=O)Nc3cccc4ccccc34)sc2c1 returned D2 potentiator 7.3, Vif-A3G inh -11.6%, D1 agonist -0.1, LDHA block 6.3, D1 PAM -9.8, D1 antag -1.2, RXFP1 agonist 1.6%, Glioma ERSR ind 7.7% and Vif-A3F inh -11.3%.

More results
COc1ccc[nH]c1=O was read as D2 potentiator -1.5, Vif-A3G inh 0.1%, D1 agonist 1.5, LDHA block 1.1, D1 PAM -4.3, D1 antag 18.7, RXFP1 agonist -0.1%, Glioma ERSR ind -5.2% and Vif-A3F inh -0.6%.
Cc1cc(C)c(C)c(S(=O)(=O)N2CCN(S(=O)(=O)c3ccc4c(c3)OCCO4)CC2)c1C was read as D1 agonist 5.2, LDHA block -6.3, D1 PAM -2.1 and D1 antag -48.5*.
COc1ccc(/C=C/C(=O)Nc2ccc3nc(N4CCC(C)CC4)cc(C)c3c2)cc1OC was read as D2 potentiator 16.1, Vif-A3G inh 1.0%, D1 agonist 3.2, LDHA block 17.0, D1 PAM -0.5, D1 antag -7.8, RXFP1 agonist -1.5%, Glioma ERSR ind 1.2% and Vif-A3F inh 0.1%.
Screening Cc1ccccc1S(=O)(=O)NCC1CCCO1 (stereo not drawn) returned D2 potentiator 3.0, Vif-A3G inh -3.5%, D1 agonist 1.1, LDHA block -9.4, D1 PAM 1.9, D1 antag 7.1, RXFP1 agonist 0.2%, Glioma ERSR ind -3.4% and Vif-A3F inh 5.7%.
COc1ccc(CN2CCc3nc(N4CCN(c5ccc(F)cc5)CC4)ncc3C2)c(OC)c1OC was read as D2 potentiator 15.7, Vif-A3G inh -12.7%, D1 agonist 3.8, LDHA block -3.5, D1 PAM -0.3, D1 antag -3.5, RXFP1 agonist 1.9%, Glioma ERSR ind -4.7% and Vif-A3F inh -1.2%.
`Cc1ccc(S(=O)(=O)c2c(C)nn(-c3ccccc3)c2OC(=O)c2ccco2)cc1` gave D2 potentiator 6.8, Vif-A3G inh -0.4%, D1 agonist 1.5, LDHA block -6.6, D1 PAM 4.1, D1 antag -4.1, RXFP1 agonist 0.0%, Glioma ERSR ind -4.4% and Vif-A3F inh -14.0%.
Screening Cn1ncc([N+](=O)[O-])c1C(=O)N1CCCCCC1 returned D2 potentiator 2.2, Vif-A3G inh 0.9%, D1 agonist 2.2, LDHA block 0.8, D1 PAM -2.1, D1 antag -11.9, RXFP1 agonist 2.9%, Glioma ERSR ind -5.6% and Vif-A3F inh -3.6%.
Screening Cc1ccc2nc(-c3ccc(Cl)c(NC(=O)c4cccc([N+](=O)[O-])c4C)c3)oc2c1 returned D2 potentiator 4.3, Vif-A3G inh 2.7%, D1 agonist 0.1, LDHA block -2.2, D1 PAM -2.8, D1 antag -8.5, RXFP1 agonist -1.0%, Glioma ERSR ind 5.1% and Vif-A3F inh -9.0%.
CCN(CC(=O)Nc1cc(Cl)ccc1C)C(=O)c1ccc2c(=O)n3c(nc2c1)CCC3 was read as Vif-A3G inh 1.5%, D1 agonist -0.8, LDHA block -2.1, D1 PAM 2.0, D1 antag 7.7, RXFP1 agonist 5.0%, Glioma ERSR ind -3.7% and Vif-A3F inh -17.4%.
COc1ccc(-n2cc(-c3ccccc3)[n+]3c2CCCCC3)cc1 was read as D2 potentiator -4.7, Vif-A3G inh 5.8%, D1 agonist 1.6, LDHA block -7.3, D1 PAM 4.1, D1 antag -16.3, RXFP1 agonist 4.9%, Glioma ERSR ind 0.8% and Vif-A3F inh -13.4%.
`CC1(C)CN(c2ccccc2)N(C(=O)c2ccc(F)cc2)C1=O` gave Vif-A3G inh 0.7%, LDHA block 5.7, RXFP1 agonist 1.4%, Glioma ERSR ind -1.4% and Vif-A3F inh -15.8%.
Cc1c(C(=O)N2CCCC2)c(S(=O)(=O)Nc2ccccc2Cl)c(C)n1C was read as D2 potentiator -12.5, Vif-A3G inh 0.8%, D1 agonist 1.5, LDHA block -2.8, D1 PAM -2.6, D1 antag -11.5, RXFP1 agonist 0.5%, Glioma ERSR ind -3.2% and Vif-A3F inh 0.9%.
CCN(CCn1cccn1)Cc1nc(Cc2cccc(F)c2)no1 was read as D2 potentiator 0.0, Vif-A3G inh 1.4%, D1 agonist 2.7, LDHA block -14.5, D1 PAM -1.4, D1 antag -3.2, RXFP1 agonist 0.7%, Glioma ERSR ind -2.8% and Vif-A3F inh 1.5%.
CC(=O)c1ccc(N2CCN(C(=O)c3ccccc3SCC(=O)NCc3ccco3)CC2)c(F)c1 was read as Vif-A3G inh 1.1%, LDHA block -10.0, Glioma ERSR ind 1.2% and Vif-A3F inh 0.1%.

An excerpt; the hit share may differ from the screen's.
